Screening results deposited in PubChem by several laboratories.
APP transl inh – APP translation inhibition | AID 1285 | 190,000 tested, 0.82% active | inhibition, % at 2 µM | SH-SY5Y APP 5'UTR-luciferase reporter, luminescence;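 active means inhibition above a set limit, derived from the sample mean plus 3 SD, cut at about 45% in these data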; further: values of inactives mirror those of a sister screen read the other way
RAM inhibit – blocks the yeast RAM network | S. cerevisiae dse1pr::URA3 reporter, 5-FOA growth OD615, 2 d; analog-sensitive cbk1-as2 kinase mutant strain | inhibition, % at 50 µM | 190,000 tested, 1.8% active | AID 868;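 active means inhibition above a set limit, 3 SD over mean compound inhibition, cut at about 8.4% in these data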;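 further: 0% = DMSO-only wells with no growth and 100% = 10 µM 1-NA-PP1 full growth; inhibition rescues growth on 5-FOA so higher OD means more RAM inhibition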
Hsp70 act – transcriptional activators of Hsp70; HeLa Hsp70 promoter luciferase reporter, luminescence; scaled: vehicle 0, proteasome-inhibitor control 100%; AID 1203; 200,000 tested, 0.04% active; activation, % at 10 µM;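 active means activation above the mean across all tested compounds plus 3 SD, cutoff set per campaign, cut at about 5.5% in these data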;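 further: 100% = MG132 at 30 µM as the positive control and 0% = DMSO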
STAT1 blocker – STAT1 signaling inhibition; NIH 3T3 STAT1-luciferase reporter, IFN-gamma, luminescence; inhibition, % at 5.5 µM; 200,000 tested, 0.35% active;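 active means inhibition above a set limit, the mean inhibition across all tested compounds plus 3 SD, cut at about 34% in these data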;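 further: 0% = IFN-gamma with DMSO and 100% = IFN-gamma with 300 µM nifuroxazide; values of inactives mirror those of a sister screen read the other way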
STAT3 inh – STAT3 signaling inhibition; U3A cells, IL-6 STAT3-luciferase reporter, luminescence; host cell line lacks STAT1; inhibition, % at 5.5 µM; 190,000 tested, 0.89% active; AID 862;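 active means inhibition above the mean inhibition across all screened compounds plus 3 SD, cut at about 44% in these data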;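 further: 0% = DMSO only wells and 100% = 100 µM nifuroxazide control wells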
STAT1 act – activators of IFN-gamma induced STAT1 signaling. NIH 3T3 STAT1-luciferase reporter, luminescence; 100% = IFN-gamma alone, no compound. activation (% of control), % at 5.5 µM. 200,000 tested, 2.6% active;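 active means activation above the screen-wide mean activation plus 3 SD, cut at about 130% in these data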;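 further: raw ratio to IFN-gamma control signal so 100% means no change and 0% no light; values of inactives mirror those of a sister screen read the other way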
STAT3 activator – increases IL-6 driven STAT3 reporter signal. 190,000 tested, 0.91% active. activation (% of control), % at 5.6 µM. U3A cells, IL-6 STAT3-luciferase reporter, luminescence; 100% = signal with IL-6 EC80 alone;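 active means activation above the screen-wide mean of compound activation plus 3 SD, cut at about 130% in these data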;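 further: 0% = background luminescence of wells with medium and substrate only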
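Test system: STAT3-luciferase reporter U3A cells; Detection: reporter luminescence signal; Times: 1 h compound pre-exposure, 6 h IL-6 stimulation, 37 °C; Benchmarks: IL-6-only high control; Also added: IL-6 stimulus at 33 ng/mL final.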
FLuc inhib CS – inhibits firefly luciferase, flagging false hits in luciferase inhibition screens. P08659. ATPLite firefly luciferase biochemical luminescence, 10 min. inhibition, % at 10 µM. 200,000 tested, 1.5% active;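 active means inhibition above about 50% when tested at 10 µM, limit read from the data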
Target sequence (P08659 whole entry, looked up): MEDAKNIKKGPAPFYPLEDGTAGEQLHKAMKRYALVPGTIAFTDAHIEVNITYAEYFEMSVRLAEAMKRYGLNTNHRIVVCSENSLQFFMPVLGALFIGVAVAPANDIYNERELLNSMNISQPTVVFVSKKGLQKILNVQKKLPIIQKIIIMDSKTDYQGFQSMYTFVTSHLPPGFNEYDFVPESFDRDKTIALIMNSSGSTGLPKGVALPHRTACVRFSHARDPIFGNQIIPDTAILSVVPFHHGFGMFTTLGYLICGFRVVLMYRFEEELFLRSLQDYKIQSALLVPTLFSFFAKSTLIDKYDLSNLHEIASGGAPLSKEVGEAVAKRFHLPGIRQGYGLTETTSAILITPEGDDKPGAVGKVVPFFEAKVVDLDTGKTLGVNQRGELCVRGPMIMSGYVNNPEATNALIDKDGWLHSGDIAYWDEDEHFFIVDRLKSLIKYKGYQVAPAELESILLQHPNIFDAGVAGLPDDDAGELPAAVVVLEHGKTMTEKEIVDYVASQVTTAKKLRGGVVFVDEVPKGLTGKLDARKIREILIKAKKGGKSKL
NF-kB expr up – NF-kB expression increase, human neuronal cells; NF-kB reporter expression; stronger effect = higher value; fold change at 12.5 µM; 190,000 tested, 1.6% active; in the data active means fold change above about 3.3
APP 5'UTR act – activates APP 5'UTR luciferase reporter | SH-SY5Y APP 5'UTR luciferase reporter, luminescence; zero percent = DMSO vehicle wells | activation, % at 2 µM | 190,000 tested, 1% active;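 active means activation above a set limit, based on mean plus 3 SD of controls, cut at about 140% in these data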; further: values of inactives mirror those of a sister screen read the other way
Numbers without * were called inactive.

Screening Cc1ccc(-n2nnnc2SCC(=O)N2CC(=O)Nc3ccccc32)cc1 returned APP transl inh 1, RAM inhibit 0.3, Hsp70 act -0.1, STAT1 blocker 1, STAT3 inh -5, STAT1 act 99, STAT3 activator 110, FLuc inhib CS 0, NF-kB expr up 1.4 and APP 5'UTR act -1.
Cc1ccc(CNCCNCCO)s1 was read as APP transl inh 6, RAM inhibit 0.2, Hsp70 act -0.1, STAT1 blocker -6, STAT3 inh 6, STAT1 act 104, STAT3 activator 98, FLuc inhib CS -6, NF-kB expr up 1.3 and APP 5'UTR act -6.
For COc1ccccc1N(C)S(=O)(=O)c1ccc(C(=O)OCC(=O)c2c[nH]c3ccccc23)cc1 the results were APP transl inh -6, RAM inhibit 4.3, Hsp70 act -0.2, STAT1 blocker 0, STAT3 inh -19, STAT1 act 100, STAT3 activator 118, FLuc inhib CS -4, NF-kB expr up 0.95 and APP 5'UTR act 7.
O=C(Nc1nnc(C2CCCO2)s1)c1ccc(Br)cc1 (configuration not stated) was read as APP transl inh -4, RAM inhibit 1.3, Hsp70 act 0.0, STAT1 blocker -25, STAT3 inh 7, STAT1 act 120, STAT3 activator 95, FLuc inhib CS -5, NF-kB expr up 1.6 and APP 5'UTR act 4.
For COc1cccc(-n2cnc3sc(C)c(C)c3c2=O)c1 the results were APP transl inh -13, RAM inhibit 3.4, Hsp70 act 0.2, STAT1 blocker -11, STAT3 inh 6, STAT1 act 110, STAT3 activator 98, FLuc inhib CS 6, NF-kB expr up 1.7 and APP 5'UTR act 13.
`Cc1ccc(C(=O)c2ccc(C(F)(F)F)cc2)cc1` gave APP transl inh 8, RAM inhibit 0.9, Hsp70 act 0.8, STAT1 blocker -1, STAT3 inh 5, STAT1 act 100, STAT3 activator 99, FLuc inhib CS -1, NF-kB expr up 1 and APP 5'UTR act -8.
`O=C(Nc1ccnc(-c2ccncc2)n1)c1ccccc1Cl` gave APP transl inh 8, RAM inhibit 0.7, Hsp70 act 0.0, STAT1 blocker 6, STAT3 inh 20, STAT1 act 93, STAT3 activator 85, FLuc inhib CS -1, NF-kB expr up 1.2 and APP 5'UTR act -8.
`O=C(NCCN1CCOCC1)c1ccc(=O)oc1` gave APP transl inh -20, RAM inhibit 1.1, Hsp70 act -0.2, STAT1 blocker 6, STAT3 inh 1, STAT1 act 94, STAT3 activator 101, FLuc inhib CS -6, NF-kB expr up 1 and APP 5'UTR act 20.
For CCc1ccc(NC(=O)C(=S)NC2CCCCC2)cc1 the results were APP transl inh -116, RAM inhibit 5.9, Hsp70 act 0.0, STAT1 blocker -67, STAT3 inh 13, STAT1 act 160*, STAT3 activator 98, FLuc inhib CS 10, NF-kB expr up 2.9 and APP 5'UTR act 116.
For CC1(C)SC2[C@H](NC(=O)C(NC(=O)N3CCNC3=O)c3ccccc3)C(=O)N2C1C(=O)O (some centres not stated) the results were APP transl inh -2, RAM inhibit -0.3, Hsp70 act -0.3, STAT1 blocker -6, STAT3 inh 7, STAT1 act 105, STAT3 activator 96, FLuc inhib CS -6, NF-kB expr up 1 and APP 5'UTR act 1.

By substructure, the entries above containing a halogen
O=C(Nc1nnc(C2CCCO2)s1)c1ccc(Br)cc1 (configuration not stated) was read as APP transl inh -4, RAM inhibit 1.3, Hsp70 act 0.0, STAT1 blocker -25, STAT3 inh 7, STAT1 act 120, STAT3 activator 95, FLuc inhib CS -5, NF-kB expr up 1.6 and APP 5'UTR act 4.
`Cc1ccc(C(=O)c2ccc(C(F)(F)F)cc2)cc1` gave APP transl inh 8, RAM inhibit 0.9, Hsp70 act 0.8, STAT1 blocker -1, STAT3 inh 5, STAT1 act 100, STAT3 activator 99, FLuc inhib CS -1, NF-kB expr up 1 and APP 5'UTR act -8.
`O=C(Nc1ccnc(-c2ccncc2)n1)c1ccccc1Cl` gave APP transl inh 8, RAM inhibit 0.7, Hsp70 act 0.0, STAT1 blocker 6, STAT3 inh 20, STAT1 act 93, STAT3 activator 85, FLuc inhib CS -1, NF-kB expr up 1.2 and APP 5'UTR act -8.

Carrying on.
Screening CCCc1cc(O)c2c(C)cc(=O)oc2c1 returned APP transl inh 5, RAM inhibit 1.2, Hsp70 act -0.2, STAT1 blocker -3, STAT3 inh 4, STAT1 act 102, STAT3 activator 98, FLuc inhib CS -6, NF-kB expr up 1.3 and APP 5'UTR act -5.
Cc1ccc(C(=O)NNC(=S)Nc2cccc3ccccc23)s1 was read as APP transl inh -150, RAM inhibit 0.2, Hsp70 act 0.9, STAT1 blocker -9, STAT3 inh -43, STAT1 act 108, STAT3 activator 134*, FLuc inhib CS 58*, NF-kB expr up 2.4 and APP 5'UTR act 150*.
CN(NC1CC(=O)N(c2ccccc2)C1=O)c1ccccc1 (configuration not stated) was read as APP transl inh -9, RAM inhibit 1.1, Hsp70 act -0.5, STAT1 blocker 6, STAT3 inh 0, STAT1 act 94, STAT3 activator 95, FLuc inhib CS 6, NF-kB expr up 1 and APP 5'UTR act 9.
Screening CCC1=NC(c2ccccc2)N(O)C1(C)C (configuration not stated) returned APP transl inh 3, RAM inhibit 0.4, Hsp70 act -0.6, STAT1 blocker 7, STAT3 inh 6, STAT1 act 94, STAT3 activator 99, FLuc inhib CS -2, NF-kB expr up 1.1 and APP 5'UTR act -3.
Screening COc1ccc(C2C(C(N)=O)=C(C)Nc3nc(-c4cccc(Cl)c4)nn32)cc1OC (configuration not stated) returned APP transl inh 13, RAM inhibit 0.7, Hsp70 act -0.3, STAT1 blocker 8, STAT3 inh 5, STAT1 act 96, STAT3 activator 97, FLuc inhib CS -5, NF-kB expr up 0.92 and APP 5'UTR act -13.
`CCOC(=O)c1cnc2c([N+](=O)[O-])cnn2c1C` gave APP transl inh -20, RAM inhibit 1.5, Hsp70 act -0.2, STAT1 blocker -1, STAT3 inh 8, STAT1 act 99, STAT3 activator 99, FLuc inhib CS 1, NF-kB expr up 1.1 and APP 5'UTR act 20.
Screening Cc1noc(C)c1C(=O)NCc1ccco1 returned APP transl inh -3, RAM inhibit 1.7, Hsp70 act 0.1, STAT1 blocker 3, STAT3 inh 8, STAT1 act 98, STAT3 activator 96, FLuc inhib CS -2, NF-kB expr up 1.6 and APP 5'UTR act 3.
Screening CS(=O)(=O)Nc1nnc(SCC(=O)Nc2cccc([N+](=O)[O-])c2)s1 returned APP transl inh 19, RAM inhibit 5.3, Hsp70 act -0.5, STAT1 blocker 0, STAT3 inh 6, STAT1 act 100, STAT3 activator 94, FLuc inhib CS -6, NF-kB expr up 1.1 and APP 5'UTR act -19.
Screening Clc1ccc2nc3ccccn3c2c1 returned APP transl inh -8, RAM inhibit -0.9, Hsp70 act -0.2, STAT1 blocker -7, STAT3 inh 25, STAT1 act 106, STAT3 activator 85, FLuc inhib CS -1, NF-kB expr up 1.1 and APP 5'UTR act 8.
`CCc1ccc(OCc2nnc(SCC(=O)N3CCOCC3)o2)cc1` gave APP transl inh -1, RAM inhibit 1.0, Hsp70 act -0.1, STAT1 blocker 1, STAT3 inh 5, STAT1 act 98, STAT3 activator 99, FLuc inhib CS 14, NF-kB expr up 1.3 and APP 5'UTR act 1.
COc1ccc(OCC(=O)Nc2ccc(S(=O)(=O)Nc3nc(C)cc(C)n3)cc2)cc1 was read as APP transl inh -6, RAM inhibit 0.7, Hsp70 act -0.2, STAT1 blocker -1, STAT3 inh 9, STAT1 act 100, STAT3 activator 96, FLuc inhib CS -3, NF-kB expr up 1.4 and APP 5'UTR act 7.
`CCOC(=O)N1CCN(C(=O)CN(C2CCCCC2)S(=O)(=O)c2ccc(Cl)cc2)CC1` gave APP transl inh 5, RAM inhibit 0.4, Hsp70 act -0.2, STAT1 blocker -8, STAT3 inh -6, STAT1 act 108, STAT3 activator 105, FLuc inhib CS -7, NF-kB expr up 0.84 and APP 5'UTR act -5.
CCOC(=O)C1CN(S(=O)(=O)c2ccc(OC)cc2)c2cc(CC(=O)OC)ccc2O1 (configuration not stated) was read as APP transl inh -11, RAM inhibit 2.7, Hsp70 act -0.2, STAT1 blocker 8, STAT3 inh 4, STAT1 act 92, STAT3 activator 97, FLuc inhib CS -2, NF-kB expr up 1 and APP 5'UTR act 11.
Screening CN(c1ccccc1)S(=O)(=O)c1cc(C(=O)N2CCN(c3ccccn3)CC2)ccc1Cl returned APP transl inh 4, RAM inhibit 1.5, Hsp70 act -0.4, STAT1 blocker 8, STAT3 inh 2, STAT1 act 92, STAT3 activator 99, FLuc inhib CS 3, NF-kB expr up 0.54 and APP 5'UTR act -4.
For O=C(Nc1ccc(Cl)cc1)NC1CCCCC1 the results were APP transl inh -46, RAM inhibit 3.4, Hsp70 act -0.1, STAT1 blocker -43, STAT3 inh -15, STAT1 act 138*, STAT3 activator 115, FLuc inhib CS 16, NF-kB expr up 2.6 and APP 5'UTR act 46.
`CCC(CC)C(=O)NCCc1cc2c(OC)ccc(OC)c2[nH]c1=O` gave APP transl inh -16, RAM inhibit 0.3, Hsp70 act -0.3, STAT1 blocker -3, STAT3 inh 16, STAT1 act 103, STAT3 activator 89, FLuc inhib CS -3, NF-kB expr up 1.1 and APP 5'UTR act 16.
CC(C)NC(=O)c1onc(CSc2ccc(F)cc2)c1C(=O)O was read as APP transl inh 0, RAM inhibit 1.4, Hsp70 act -0.1, STAT1 blocker 1, STAT3 inh -4, STAT1 act 99, STAT3 activator 104, FLuc inhib CS -2, NF-kB expr up 1.4 and APP 5'UTR act 0.
For CCOc1ccc(NC(=O)NC23CC4CC(CC(C4)C2)C3)cc1 the results were APP transl inh 4, RAM inhibit 2.0, Hsp70 act -0.3, STAT1 blocker -11, STAT3 inh -2, STAT1 act 110, STAT3 activator 102, FLuc inhib CS 2, NF-kB expr up 1.3 and APP 5'UTR act -4.
Cc1cc(C(F)F)n2ncc(C(=O)NCc3ccccc3)c2n1 was read as APP transl inh -2, RAM inhibit 0.0, Hsp70 act 0.1, STAT1 blocker -2, STAT3 inh 4, STAT1 act 102, STAT3 activator 100, FLuc inhib CS 6, NF-kB expr up 0.91 and APP 5'UTR act 2.
For O=C(C1CC1)N1CCc2cc(Br)cc(S(=O)(=O)NCC3COc4ccccc4O3)c21 (configuration not stated) the results were APP transl inh -3, RAM inhibit 5.9, Hsp70 act -0.3, STAT1 blocker 4, STAT3 inh 7, STAT1 act 97, STAT3 activator 99, FLuc inhib CS -5, NF-kB expr up 0.84 and APP 5'UTR act 3.
For O=C(CSc1ccccn1)c1ccc2c(c1)OCO2 the results were APP transl inh -59, RAM inhibit 1.8, Hsp70 act 0.8, STAT1 blocker -25, STAT3 inh 8, STAT1 act 123, STAT3 activator 95, FLuc inhib CS 22, NF-kB expr up 1.9 and APP 5'UTR act 59.
Screening O=C1N/C(=N\N=C\c2cccs2)SC1Cc1cccc(Cl)c1Cl (configuration not stated) returned APP transl inh 5, RAM inhibit 3.6, Hsp70 act -0.3, STAT1 blocker -13, STAT3 inh 15, STAT1 act 112, STAT3 activator 91, FLuc inhib CS 2, NF-kB expr up 1.4 and APP 5'UTR act -5.
For CCc1nn2c(NCCOC)cc(C)nc2c1-c1ccc(F)cc1 the results were APP transl inh 4, RAM inhibit 1.8, Hsp70 act -0.2, STAT1 blocker 7, STAT3 inh 6, STAT1 act 93, STAT3 activator 101, FLuc inhib CS 3, NF-kB expr up 0.99 and APP 5'UTR act -4.

Rows were taken by chance, and some 7.7% of all compounds hit somewhere here.
